# MCF10A rereplic – inducers of DNA re-replication in MCF 10A breast cells | MCF 10A DNA re-replication, Hoechst nuclear intensity, 48 h | Potency, µM (highest dose often 46.1 µM), for inactives: at the highest dose activity, positive = re-replication, most hits filed as activators | 2.9% of 350,000 active; note: potency is the fitted concentration of half-maximal effect; % of control where 0% means no effect; nearly all actives have a fitted effect of over 50% in size
# SW480 rerep – induces DNA re-replication in SW480 colon adenocarcinoma cells | Potency, µM (titrated, usually from 46.1 µM), for the others: top-dose re-replication activation, hits mostly activators | SW480 DNA re-replication, Hoechst DNA content imaging, 48 h | AID 624297 | 1.8% of 340,000 active; note: potency is the fitted concentration of half-maximal effect; % of control where 0% means no effect; nearly all actives have a fitted effect of over 55% in size
#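 Readout is total intensity of Hoechst-stained nuclei, excited at 405 nm and collected at 500-530 nm. Compound treatment lasted 48 hr at 37 C in 5% CO2 before staining.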
# ATXN2 expr inh – reduces ATXN2 reporter expression in HEK-293 cells. HEK-293 ATXN2-luciferase reporter, luminescence, 24 h. AID 1745845. Potency, µM (highest dose often 57 µM), without a hit: at the top dose activity change, negative = inhibition, hits mostly inhibitors. 0.72% of 360,000 active; note: potency is the fitted concentration of half-maximal effect; % is set by controls: 0 for no effect and ±100 for the full control effect; nearly all actives have a fitted effect of over 55% in size
#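 ATXN2-luciferase reporter cells (luciferase flanked by upstream and downstream ATXN2 gene portions) were treated 24 h at 37 °C with compounds at up to 57 uM. SteadyGlo luminescence gave expression; GF-AFC fluorescence gave viability.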
# KB-3-1 tox – kills parental KB-3-1 adenocarcinoma cells. 1.4% of 400,000 active. Potency, µM (doses to about 46.1 µM), for inactives: at the highest dose activity change, negative = cytotoxic, usual class: cytotoxic. KB-3-1 viability, CellTiter-Glo ATP luminescence, 72 h; note: potency is the fitted concentration of half-maximal effect; % is set by controls: 0 for no effect and ±100 for the full control effect; nearly all actives have a fitted effect of over 60% in size
#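 Parental KB-3-1 viability, qHTS format: 72 h compound exposure, 37 °C; CellTiter-Glo; media-only wells and DMSO plates as controls; concentration-effect fits on corrected data.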
# IL1B secr inh – inflammasome signaling inhibition, IL-1 beta readout; activity change, % at 57.5 µM; THP-1 LPS/ATP IL-1B secretion, AlphaLISA, 16 h; active compounds read low; AID 743279; 4.7% of 360,000 active; in the data active = activity change below about -50%; inconclusive = mostly about -30% to -49%; note: % is set by controls: 0 for no effect and ±100 for the full control effect
#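 THP-1 cells pretreated 1 hr with compounds (up to 57.5 uM final), then stimulated with LPS (250 ng/mL final) plus ATP (1.25 mM final); secreted IL-1B measured by AlphaLISA after 16 hr, decreased signal indicating inhibition.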
# KB-V1 cytotox – KB-V1 MDR subline cytotoxicity; 3.4% of 400,000 active; AID 1347076; Potency, µM (highest dose often 46.1 µM), without a hit: at the top dose activity change, negative = cytotoxicity, actives largely listed as cytotoxic; KB-V1 MDR cells viability, CellTiter-Glo, 72 h; note: potency is the fitted concentration of half-maximal effect; % is set by controls: 0 for no effect and ±100 for the full control effect; nearly all actives have a fitted effect of over 60% in size
#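 Compound-treated KB-V1 multidrug-resistant cells, 72 h, 37 degrees C; viability by CellTiter-Glo. Fitted qHTS curves give the values.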
# ATXN viability – cell viability loss in ATXN counter-screen. S2 cells (HEK-293 line with an ATXN2-luciferase reporter) viability, CellTiter-Fluor protease fluorescence, 24 h. 0.49% of 400,000 active. Potency, µM (highest dose often 56.7 µM), most hits filed as cytotoxic. AID 651635; note: potency is the fitted concentration of half-maximal effect; nearly all actives have a fitted effect of over 40% in size
# HT1080 IDH1KD tx – toxicity to HT-1080 IDH1 knockdown cells (counter line); HT-1080 IDH1 knockdown viability, ATP luminescence, 48 h; Potency, µM (highest dose often 46.1 µM), without a hit: at the top dose activity, negative = toxicity, usual class: cytotoxic; AID 686971; 2% of 360,000 active;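 note: potency is the fitted concentration of half-maximal effect; 0% = DMSO wells and -100% = cell-free medium wells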
#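 Assay cells: HT-1080 with IDH1 knockdown, 750 per well, RPMI/5% FBS. Exposure: 48 h at 37 °C following 2 h pre-incubation. Read: CellTiter-Glo luminescence; fitted concentration-response, curve class assigned.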
# HT1080-NT tox – kills 2HG-producing HT-1080-NT fibrosarcoma cells; HT-1080-NT fibrosarcoma viability, CellTiter-Glo ATP luminescence, 48 h; Potency, µM (doses to about 46.1 µM), for inactives: at the top dose activity, negative = less viability, most hits filed as cytotoxic; 1.6% of 360,000 active; AID 686970;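 note: NT is the 2HG producing partner of a matched IDH1 knockdown line; potency is the fitted concentration of half-maximal effect; 0% = DMSO-treated cells and -100% = media-only wells without cells; nearly all actives have a fitted effect of over 55% in size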
#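 Viability by CellTiter-Glo luminescence after 48 h compound exposure at 37C of HT-1080-NT cells (750/well, RPMI, 5% FBS). % activity scaled between DMSO wells and medium-only wells, then curve-fitted and categorized by curve class.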
# Starred values were filed as active, the others as inactive; i = inactive; ? = inconclusive; . = no result given; [ ] = remark or other dose. Unless noted, calls come from the whole dose curve; as a rule, active = well fitted curve in the direction sought with a large enough effect; inconclusive = small, poorly fitted or top-dose-only effect, or another doubt; inactive = no such curve, though single readings can be large; an effect the other way counts as inactive or inconclusive.
no.	smiles	MCF10A rereplic	SW480 rerep	ATXN2 expr inh	KB-3-1 tox	IL1B secr inh	KB-V1 cytotox	ATXN viability	HT1080 IDH1KD tx	HT1080-NT tox
1	S=c1[nH]nc(-c2cc(-c3ccccc3)n[nH]2)n1/N=C/C(Br)=C/c1ccccc1	3.3µM*	?	?	15µM*	-99*	?	30µM*	5.8µM*	7.3µM*
2	Cc1nc(C(=O)NNC(=O)c2ccccc2Cl)c(C(F)(F)F)o1	-21%	?	-38%	13%	.	-19%	i	-29%	1%
3	O=C(Cc1ccc([N+](=O)[O-])cc1)NNC(=O)c1cccs1	0%	-2%	-10%	-4%	24	-2%	i	8%	3%
4	CCOC(=O)C1(CCCc2ccccc2)CCN(C(=O)c2cnn(CC)c2)CC1	18%	-8%	-28%	0%	-24	8%	i	-2%	-8%
5	O=C(OCC(=O)N1CCOCC1)c1ccccc1SCC(=O)N1CCCC1	-3%	-4%	1%	8%	8	0%	i	3%	7%
6	COCCN(C(=S)Nc1ccc(C)cc1)C(C)c1cccnc1 (stereo not given)	-7%	?	0%	6%	12	-5%	i	-2%	7%
7	COc1cc(C#Cc2c(-c3ccccc3)n(C)c3ccccc23)cc(OC)c1	?	13%	-9%	-2%	13	6%	i	0%	-5%
8	CCCN(C(=O)Cc1c(C(=O)O)n(C)c2ccccc12)c1cccc(C)c1	10%	-4%	.	5%	23	0%	i	0%	-7%
9	O=C(CC1SCCNC1=O)Nc1cccc(C(F)(F)F)c1 (stereo not given)	0%	-1%	18%	-2%	-3	0%	i	11%	5%
10	Cc1cccc(NC(=O)Cn2cc(C(=O)c3ccco3)c3ccccc32)c1C	.	.	0%	0%	.	-24%	?	.	.
11	Cc1cc(NN)nc(NS(=O)(=O)c2ccccc2Cl)n1	1%	-6%	.	1%	9	0%	?	0%	-2%
12	COc1ccc2c(C)cc(=O)oc2c1C	6%	-11%	5%	3%	4	1%	i	6%	10%
13	CCc1cccc(CC)c1-n1c(SCn2nnc3ccccc3c2=O)nnc1-c1cccnc1	5%	0%	-7%	-3%	4	?	i	-5%	-5%
14	O=C(OCC(=O)C12CC3CC(CC(C3)C1)C2)c1cccnc1Cl	1%	2%	1%	?	10	-3%	i	-17%	-3%
15	CC(C)c1ccc(CNC(=O)c2ccc(N3CCCC3)c(NC(=O)NCc3ccccc3)c2)cc1	.	.	-3%	?	.	-26%	i	.	.
16	COc1ccc(C(=O)/C=C/Nc2cccc(O)c2)cc1	0%	-7%	.	-3%	-11	16%	.	4%	-4%
17	CCc1cccc(C)c1N(C(=O)Cn1c(CO)nc2ccccc21)C(C)COC (stereo not given)	16%	7%	6%	-5%	-5	0%	i	-4%	-1%
18	Cc1ccc(S(=O)(=O)Nc2ccc3[nH]c(=O)[nH]c3c2)c(C)c1	13%	-1%	3%	-13%	-13	?	i	-20%	-14%
19	CCc1ccc(OCC(=O)NNC(=O)c2nn(CC)c(=O)c3ccccc23)cc1	-2%	-2%	3%	8%	6	3%	?	17%	18%
20	CN(CC1COc2ccccc2O1)C(=O)c1cc(COc2c(F)cccc2F)on1 (stereo not given)	?	-30%[inhibitor]	1%	3%	i	?	i	0%	-6%

# Pulled one by one from above, five records:
no.	smiles	MCF10A rereplic	SW480 rerep	ATXN2 expr inh	KB-3-1 tox	IL1B secr inh	KB-V1 cytotox	ATXN viability	HT1080 IDH1KD tx	HT1080-NT tox
2	Cc1nc(C(=O)NNC(=O)c2ccccc2Cl)c(C(F)(F)F)o1	-21%	?	-38%	13%	.	-19%	i	-29%	1%
4	CCOC(=O)C1(CCCc2ccccc2)CCN(C(=O)c2cnn(CC)c2)CC1	18%	-8%	-28%	0%	-24	8%	i	-2%	-8%
8	CCCN(C(=O)Cc1c(C(=O)O)n(C)c2ccccc12)c1cccc(C)c1	10%	-4%	.	5%	23	0%	i	0%	-7%
18	Cc1ccc(S(=O)(=O)Nc2ccc3[nH]c(=O)[nH]c3c2)c(C)c1	13%	-1%	3%	-13%	-13	?	i	-20%	-14%
13	CCc1cccc(CC)c1-n1c(SCn2nnc3ccccc3c2=O)nnc1-c1cccnc1	5%	0%	-7%	-3%	4	?	i	-5%	-5%

# Continued.
no.	smiles	MCF10A rereplic	SW480 rerep	ATXN2 expr inh	KB-3-1 tox	IL1B secr inh	KB-V1 cytotox	ATXN viability	HT1080 IDH1KD tx	HT1080-NT tox
21	COc1ccccc1C(=O)Nc1ccc(OCC(=O)N2CCCCC2)cc1	-5%	0%	-7%	9%	-8	?	?	16%	18%
22	COc1ccc(NC(=O)c2oc3ccccc3c2NC(=O)C23CC4CC(CC(C4)C2)C3)c(OC)c1	.	.	12%	23µM*	.	11%	i	.	.
23	O=S(=O)(c1ccc(S(=O)(=O)n2cnc3ccccc32)cc1)N1CCCCCC1	17%	0%	1%	0%	12	6%	i	21%	-5%
24	COc1ccc(-c2n[nH]c(=S)n2-c2ccccc2C)cc1	-1%	-4%	-11%	1%	11	-6%	i	-6%	-1%
25	COc1ccc(CN2CCN(C(=O)CCC(=O)Nc3nnc(C(C)C)s3)CC2)cc1F	11%	-4%	-6%	-29%	39	-22%	i	-11%	-5%
26	CC(=O)Nc1cc(C(=O)N2CCN(C)CC2)ccc1S(=O)(=O)c1ccc(C)cc1	1%	28%	-2%	-9%	-18	0%	i	0%	0%[9.24 µM]
27	O=C(Nc1nccs1)c1ccc(-c2ccc(Cl)cc2)o1	5%	-1%	56%[activator]	8%	0	-2%	i	5%	2%
28	O=C(Nc1nnc(Cc2ccccc2)s1)C1CCC1	12%	-3%	8%	20%	8	-10%	i	-1%	12%
29	Cc1ccc(N2CC(C(=O)Nc3ccc(S(=O)(=O)N4CCOCC4)cc3)CC2=O)cc1Cl (stereo not given)	-2%	-3%	-11%	2%	1	11%	i	-17%	-10%
30	COc1ccc(N2CCN(C(=O)CNC(=O)c3cccc(Br)c3)CC2)cc1	8%	-17%	-20%	5%	10	?	i	7%	4%
31	COc1ccc(N2CC(NC(=O)/C=C\c3ccc4c(c3)OCO4)CC2=O)cc1OC (stereo not given)	.	.	-35%	2%	.	0%	?	.	.
32	CCOC(=O)c1cnc(-c2ccccc2)[nH]c1=O	-8%	-4%	-12%	5%	21	20%	i	9%	21%
33	O=C1C=C(c2ccc(Cl)c(C(F)(F)F)c2)C[C@@H](c2ccc3c(c2)OCO3)C1	4%	-11%	-24%	2%	-13	-11%	i	-5%	-7%
34	CC1(C)CC(=O)C(C(=S)Nc2ccc(F)cc2)=C(NCCN2CCOCC2)C1	-3%	.	0%	15%	0	-25%	i	8%	3%
35	Cc1ccccc1S(=O)(=O)Cc1ccc(C(=O)NCCN(C)Cc2ccccc2)o1	15%	-6%	-6%	5%	7	-15%	i	21%	6%
36	Cc1ccc(Cn2c(C)c(C(=O)NCc3cccs3)sc2=O)cc1	.	.	-2%	-5%	?	?	i	-1%	5%
37	CC(C)NC(=O)c1ccccc1NS(=O)(=O)c1ccc(Br)s1	?	0%	-11%	.	21	.	i	-29%	?
38	N/C(=N\OC(=O)c1ccc(F)cc1)c1ccccc1	-2%	-6%	61%[activator]	2%	1	6%	i	13%	6%
39	O=C(COC(=O)c1cnccn1)Nc1ncc(C(F)(F)F)cc1Cl	1%	-1%	-4%	16%	-4	7%	?	4%	6%
40	C=CCNC(=S)NNC(=O)C(CCCC)CC(O)COCC(C)C (stereo not given)	?	6%	26%	3%	.	-11%	i	-9%	11%

# Arranged by value in IL1B secr inh (ascending): five from the list above
No.	molecule	SW480 rerep	IL1B secr inh
26	CC(=O)Nc1cc(C(=O)N2CCN(C)CC2)ccc1S(=O)(=O)c1ccc(C)cc1	28%	-18
34	CC1(C)CC(=O)C(C(=S)Nc2ccc(F)cc2)=C(NCCN2CCOCC2)C1	.	0
29	Cc1ccc(N2CC(C(=O)Nc3ccc(S(=O)(=O)N4CCOCC4)cc3)CC2=O)cc1Cl (stereo not given)	-3%	1
24	COc1ccc(-c2n[nH]c(=S)n2-c2ccccc2C)cc1	-4%	11
23	O=S(=O)(c1ccc(S(=O)(=O)n2cnc3ccccc32)cc1)N1CCCCCC1	0%	12

# More compounds
no.	smiles	MCF10A rereplic	SW480 rerep	ATXN2 expr inh	KB-3-1 tox	IL1B secr inh	KB-V1 cytotox	ATXN viability	HT1080 IDH1KD tx	HT1080-NT tox
41	Cn1c(=O)cc(SCC(=O)N2CCOCC2)c2ccc(Cl)cc21	20%	-3%	31%	24%	0	-27%	i	-13%	-1%
42	O=C(/C=C/c1ccc(Cl)cc1Cl)c1nc2ccccc2[nH]1	0%	?	8%	-2%	-5	-8%	i	?	?
43	O=C(N/N=C/c1cccnc1)c1cccc(N2CCCC2=O)c1	4%	2%	16%	21%	9	?	i	13%	-2%
44	COc1ccccc1OCCn1c(=O)sc2ccccc21	11%	4%	1%	-19%	-11	15µM*	i	-12%	3%
45	Cc1ccn2c(Nc3ccc4c(c3)OCCO4)c(-c3ccc(N(C)C)cc3)nc2c1	.	.	29%	0%	.	?	?	.	.
46	COc1ccccc1N(CC(=O)NC1CCCC1)C(=O)c1oc(C(C)(C)C)cc1C	11%	6%	?	?	-91*	?	i	-19%	-26%
47	CCCS(=O)(=O)NC(=O)C1(C)CCN(C(=O)Cc2ccc(OC)cc2)C1 (stereo not given)	.	.	14%	0%	43	4%	i	21%	9%
48	CC1C=CCC2C(=O)N(c3ccccc3OC(=O)c3ccco3)C(=O)C12 (stereo not given)	4%	1%	0%	14%	9	-2%	i	12%	22%

# Some of the entries so far, with one line to a screen:
35) Cc1ccccc1S(=O)(=O)Cc1ccc(C(=O)NCCN(C)Cc2ccccc2)o1
16) COc1ccc(C(=O)/C=C/Nc2cccc(O)c2)cc1
34) CC1(C)CC(=O)C(C(=S)Nc2ccc(F)cc2)=C(NCCN2CCOCC2)C1

screen / no.	35	16	34
MCF10A rereplic	15%	0%	-3%
SW480 rerep	-6%	-7%	.
ATXN2 expr inh	-6%	.	0%
KB-3-1 tox	5%	-3%	15%
IL1B secr inh	7	-11	0
KB-V1 cytotox	-15%	16%	-25%
ATXN viability	i	.	i
HT1080 IDH1KD tx	21%	4%	8%
HT1080-NT tox	6%	-4%	3%
